# Rac1 wt GTP bind = wildtype Rac1 GTP binding modulators, primary screen, biochemical, GST-Rac1 beads, flow cytometry, multiplex. Ras-related C3 botulinum toxin substrate 1 (Homo sapiens), P63000. fluorescent GTP binding; actives lie on both sides; 0 = cold GTP competed, 100 = untreated. GTP binding activity (% of control), % at 10 µM. 190,000 tested, 0.27% active. AID 757, 2007;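 active = GTP binding activity at least 20 points away from the 100% control level, either lower or higher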
# Mcl-1 Bim block = inhibitors of Bim peptide binding to Mcl-1, primary screen, biochemical, bead-based flow cytometry, multiplex. 190,000 tested, 0.1% active. Bim peptide-Mcl-1 binding. inhibition, % at 10 µM. Induced myeloid leukemia cell differentiation protein Mcl-1 (Homo sapiens), Q07820; in the data active = inhibition above about 40%;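 also: 0% = no compound tracer wells and 100% = peptide blocker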
# Target sequence (Q07820 whole entry, looked up): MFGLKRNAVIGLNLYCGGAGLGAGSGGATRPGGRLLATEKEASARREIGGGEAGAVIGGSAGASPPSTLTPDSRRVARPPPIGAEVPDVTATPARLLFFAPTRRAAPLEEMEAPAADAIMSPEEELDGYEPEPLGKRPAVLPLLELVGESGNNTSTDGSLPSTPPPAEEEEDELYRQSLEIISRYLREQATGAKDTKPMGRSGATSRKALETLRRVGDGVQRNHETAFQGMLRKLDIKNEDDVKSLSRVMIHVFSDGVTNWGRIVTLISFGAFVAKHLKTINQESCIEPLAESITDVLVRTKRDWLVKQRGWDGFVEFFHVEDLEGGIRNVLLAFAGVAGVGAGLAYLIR
# Mcl1-Bid inh = Mcl-1/Bid binding inhibitors, primary screen, biochemical, TR-FRET, 1536-well | Induced myeloid leukemia cell differentiation protein Mcl-1 (Homo sapiens), Q07820 | TR-FRET Mcl-1/Bid-Dy647 peptide binding | inhibition, % at 21.7 µM | 220,000 tested, 0.97% active | AID 1021, 2008;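 active = compounds that cut the binding signal by more than half at the single screening dose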;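 also: His-tagged Mcl-1 with europium anti-His antibody binding Bid BH3 peptide; 0% = Mcl-1 plus peptide wells and 100% = peptide-only wells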
# Avidin fluor = green autofluorescence of compounds with avidin beads – biophysical, 488/530 nm, flow cytometry, artefact control, profiling panel | compound fluorescence 488/530 nm; active compounds read high | fluorescence (KMESF) at 10 µM | 220,000 tested, 0.38% active; in the data active = fluorescence above about 47; also: inactives centre near 10
# Rab2A wt mod = modulators of GTP binding to Rab2A wildtype, primary screen, biochemical, dog, bead-based flow cytometry, multiplex | 190,000 tested, 0.19% active | Ras-related protein Rab-2A (Canis lupus familiaris), P61105 | GTP binding activity, % at 10 µM | AID 760, 2007 | GST-Rab2 wt beads, Bodipy-GTP binding;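 active = GTP binding activity at least 20 points away from 100%, either lowered or raised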;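 also: 0% = beads with excess unlabeled GTP and 100% = no-compound control corrected for plate trend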
# Pf gamet viab = late stage P. falciparum gametocyte viability inhibitors, primary screen, ATP luminescence, HTS; inhibition, % at 10.9 µM; 150,000 tested, 0.065% active; P. falciparum stage V gametocytes, 24 h;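 active = inhibition above the mean plus 3 SD of compounds within the control limits, set per campaign, cut at about 38% in these data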;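 also: 0% = DMSO wells and 100% = medium only without gametocytes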
# Rab7 wt GTP bind = modulators of GTP binding to Rab7, primary screen, biochemical, wildtype, multiplex bead flow cytometry. Rab7 GTPase wild type (dog), Bodipy-FL-GTP binding. GST-Rab7 beads, fluorescent GTP binding; actives lie on both sides; untreated = 100%, excess cold GTP = 0%. GTP binding activity (percent of control), % at 10 µM. 190,000 tested, 0.055% active. AID 758, 2007;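 active = fluorescent GTP binding to Rab7 beads changed by at least 20 points from the 100% baseline, either direction, mostly lower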;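 also: median green fluorescence of bound Bodipy-FL-GTP per Rab7 bead population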
# Mcl1 Noxa PPI = Mcl-1/Noxa binding inhibitors, primary screen, biochemical, TR-FRET, 1536-well; Induced myeloid leukemia cell differentiation protein Mcl-1 (Homo sapiens), Q07820; TR-FRET Mcl-1/Noxa peptide binding, 2 h; inhibition, % at 21.7 µM; 220,000 tested, 1.5% active;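 active = compounds that cut the protein-peptide binding signal by more than 50% relative to plate controls in a single-dose test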;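 also: His-tagged Mcl-1 with rhodamine Noxa BH3 peptide and terbium anti-His antibody; 0% = Mcl-1 plus Noxa peptide wells and 100% = peptide-only wells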
# Cdc42 wt GTP = modulators of GTP binding to wildtype Cdc42, primary screen, biochemical, multiplex bead flow cytometry, Bodipy-GTP; 190,000 tested, 0.2% active; Cell division control protein 42 homolog (Homo sapiens), P60953; AID 761, 2007; percent activity (GTP binding), % at 10 µM; GST-Cdc42 beads; actives lie on both sides;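 active = percent activity GTP binding at least 20 points away from the 100% baseline, either down as inhibitor or up as activator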;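 also: median bead fluorescence of bound Bodipy-FL-GTP at 100 nM; 0% = excess unlabeled GTP control and 100% = no compound control; below 100% means less GTP binding so inhibitor and above means activator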
# Target sequence (P60953 whole entry, looked up): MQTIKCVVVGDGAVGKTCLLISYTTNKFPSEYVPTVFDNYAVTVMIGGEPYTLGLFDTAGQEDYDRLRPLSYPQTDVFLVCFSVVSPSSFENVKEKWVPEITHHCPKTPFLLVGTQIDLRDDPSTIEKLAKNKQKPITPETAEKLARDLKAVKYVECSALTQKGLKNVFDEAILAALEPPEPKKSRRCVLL
# HRas wt GTP = modulators of GTP binding to HRas wildtype, primary screen, biochemical, bead-based flow cytometry, multiplex; GTPase HRas (Homo sapiens), P01112; GST-Ras wt beads, Bodipy-FL-GTP binding; actives lie on both sides; GTP binding activity, % at 10 µM; 190,000 tested, 0.14% active;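 active = GTP binding activity at least 20% away from the 100% baseline, either lowered as inhibitor or raised as activator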;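 also: 0% = unlabeled GTP competition control and 100% = no-compound control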
# Target sequence (P01112 whole entry, looked up): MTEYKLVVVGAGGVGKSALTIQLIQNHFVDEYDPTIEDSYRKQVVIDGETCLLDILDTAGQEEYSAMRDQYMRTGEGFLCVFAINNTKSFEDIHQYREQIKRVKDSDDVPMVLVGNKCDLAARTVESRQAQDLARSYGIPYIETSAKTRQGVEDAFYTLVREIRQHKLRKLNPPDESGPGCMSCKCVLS
# Rac1 mut GTP = GTP binding modulators of activated mutant Rac1, primary screen, biochemical, bead-based flow cytometry, multiplex, fluorescent GTP; Ras-related C3 botulinum toxin substrate 1 (Homo sapiens), P63000; GST-Rac1 activated beads; actives lie on both sides; 100% means binding = to untreated wells; percent activity (GTP binding), % at 10 µM; 190,000 tested, 0.11% active; AID 764, 2007;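 active = GTP binding at least 20 percentage points away from the 100% baseline, in either direction, so actives lie on both sides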
# * marks the source's active call; other numbers are inactive results; · = no result given.
item	compound	Rac1 wt GTP bind	Mcl-1 Bim block	Mcl1-Bid inh	Avidin fluor	Rab2A wt mod	Pf gamet viab	Rab7 wt GTP bind	Mcl1 Noxa PPI	Cdc42 wt GTP	HRas wt GTP	Rac1 mut GTP
1	CC(C)Cn1c(-c2ccncc2)n[nH]c1=S	93.0	0.0	-28.3	8	92.0	·	96.0	5.8	93.0	92.0	93.0
2	CNCCCCOc1ccccc1-c1ccccc1	106.0	-5.0	16.5	16	102.0	-12.2	101.0	20.9	106.0	101.0	102.0
3	CCOC(=O)Cn1c(S(=O)(=O)Cc2ccc(Cl)cc2)nc(-c2ccccc2)c1-c1ccccc1	104.0	0.0	-4.3	29	97.0	-3.6	101.0	-4.3	99.0	100.0	97.0
4	O=C(CSc1ccccn1)Nc1ccc(Cl)c([N+](=O)[O-])c1	96.0	0.0	-12.7	12	97.0	15.2	104.0	14.1	93.0	97.0	94.0
5	Cc1cc(N2CCCCC2)n2ncc(-c3ccccc3)c2n1	101.0	2.0	9.9	4	97.0	-4.5	98.0	2.4	97.0	98.0	95.0
6	O=C1S/C(=C/c2ccccc2)C(=O)N1CC(O)Cn1c2ccccc2c2ccccc21 (configuration not stated)	101.0	2.0	10.7	16	97.0	·	97.0	1.1	100.0	98.0	97.0
7	COc1ccc2sc(C)[n+](C)c2c1	102.0	-4.0	-64.3	6	100.0	21.6	100.0	20.2	102.0	98.0	100.0
8	CCOc1ccc(NC(=O)NNC(=O)C2CCC(C(C)(C)C)CC2)cc1 (configuration not stated)	95.0	-1.0	-61.4	6	97.0	-8.5	107.0	-10.3	93.0	96.0	94.0
9	CC(C)CC(NC(=O)CC12CC3CC(CC(C3)C1)C2)C(=O)NC1=NCCS1 (configuration not stated)	99.0	-1.0	-15.3	2	96.0	11.0	94.0	7.0	95.0	97.0	95.0
10	CC(C)OC(=O)n1c(=S)oc2ccccc21	102.0	1.0	-25.6	37	100.0	·	98.0	9.6	99.0	100.0	101.0
11	CCOC(=O)c1nnn(-c2nonc2N)c1C	103.0	0.0	-18.9	13	106.0	·	108.0	20.0	104.0	103.0	97.0
12	COCC(=O)Nc1cc(C(=O)NCCc2ccccc2)ccc1Cl	108.0	-4.0	5.4	4	101.0	-41.2	101.0	11.9	105.0	101.0	98.0
13	O=C(CCCCCNC(=S)Nc1ccccc1)C[N+](=O)[O-]	92.0	0.0	-54.8	6	94.0	-5.6	100.0	26.7	89.0	92.0	91.0
14	CC(=O)c1c(N2CCOCC2)[nH]c(-c2ccccc2)nc1=S	100.0	-2.0	-3.3	5	98.0	6.9	98.0	15.2	93.0	97.0	97.0
15	O=C(CCSc1nnc(-c2ccco2)o1)N1CCOCC1	96.0	-25.0	-9.3	26	99.0	-11.3	104.0	3.1	94.0	98.0	97.0

# New compounds follow
item	compound	Rac1 wt GTP bind	Mcl-1 Bim block	Mcl1-Bid inh	Avidin fluor	Rab2A wt mod	Pf gamet viab	Rab7 wt GTP bind	Mcl1 Noxa PPI	Cdc42 wt GTP	HRas wt GTP	Rac1 mut GTP
16	COc1ccc(OC)c(CN2CCC(C(=O)N3CCN(c4ccccc4F)CC3)CC2)c1	104.0	-3.0	33.2	7	103.0	18.4	102.0	17.9	106.0	103.0	104.0
17	COC(=O)c1ccccc1NC(=S)NC(=O)c1ccc(C)cc1	101.0	-4.0	-16.3	12	96.0	1.2	97.0	38.7	99.0	98.0	98.0
18	CC1=C(C(=O)Nc2ccccc2)C(c2ccco2)C(C#N)=C(SCc2ccccc2)N1 (configuration not stated)	104.0	-2.0	-27.4	11	100.0	·	99.0	-7.3	101.0	101.0	100.0
19	CC(C)CCNC(=O)C(c1ccncc1)N(CC1CCCO1)C(=O)Cn1nnc(-c2ccc(F)cc2)n1 (configuration not stated)	98.0	-3.0	2.0	11	95.0	-15.1	92.0	20.1	96.0	95.0	97.0
20	COc1cccc(CC2(CO)CCN(Cc3cnc(-c4cccc(C)c4)nc3)CC2)c1	92.0	0.0	-29.9	11	95.0	11.6	96.0	2.0	91.0	92.0	92.0
21	COc1ccc(CCNC(=O)CN(c2ccccc2)S(C)(=O)=O)cc1	97.0	0.0	11.2	9	94.0	-35.5	93.0	16.8	95.0	95.0	97.0
22	CCn1c(O)c(/C=C2\C=Nc3ccccc32)sc1=Nc1ccccc1	104.0	0.0	-11.7	10	99.0	·	98.0	8.0	97.0	100.0	97.0
23	Cn1cccc1C(=O)C(=O)Nc1ccc(F)c(F)c1	98.0	-1.0	6.8	12	100.0	-9.1	99.0	14.5	100.0	98.0	96.0
24	Cc1ccccc1OCCOc1ccccc1C=C(C#N)C#N	100.0	-7.0	-34.7	15	98.0	·	97.0	-7.9	94.0	97.0	100.0
25	Cc1cc2nc(-c3cc(N4CCOCC4)ccc3[N+](=O)[O-])ccn2n1	94.0	0.0	-41.9	10	96.0	8.9	103.0	-2.0	92.0	95.0	94.0
26	Cc1ccc(O)c(C2=Nc3ccccc3N=C(c3cccc([N+](=O)[O-])c3)C2)c1	99.0	-2.0	3.4	6	98.0	-22.1	101.0	-10.7	95.0	96.0	95.0
27	CN(C)/C=C/C(=O)c1cnc(-c2ccccn2)s1	99.0	1.0	-55.0	14	104.0	-12.6	99.0	17.5	101.0	102.0	100.0
28	CCC(CC)C(=O)NCCCCc1ccccc1	102.0	-1.0	-9.7	2	98.0	·	103.0	2.9	103.0	98.0	101.0
29	O=C(c1ccc(F)cc1)N1CCC(O)(c2cccnc2)CC1	105.0	-1.0	-21.2	12	104.0	8.6	109.0	11.5	101.0	105.0	100.0
30	CCN(CC)c1ccc(NC(=S)NC(=O)c2cccs2)cc1	103.0	4.0	-61.3	12	94.0	-13.7	94.0	11.6	97.0	97.0	96.0

# Three entries drawn at random from those above, as already listed:
item	compound	Rac1 wt GTP bind	Mcl-1 Bim block	Mcl1-Bid inh	Avidin fluor	Rab2A wt mod	Pf gamet viab	Rab7 wt GTP bind	Mcl1 Noxa PPI	Cdc42 wt GTP	HRas wt GTP	Rac1 mut GTP
24	Cc1ccccc1OCCOc1ccccc1C=C(C#N)C#N	100.0	-7.0	-34.7	15	98.0	·	97.0	-7.9	94.0	97.0	100.0
22	CCn1c(O)c(/C=C2\C=Nc3ccccc32)sc1=Nc1ccccc1	104.0	0.0	-11.7	10	99.0	·	98.0	8.0	97.0	100.0	97.0
23	Cn1cccc1C(=O)C(=O)Nc1ccc(F)c(F)c1	98.0	-1.0	6.8	12	100.0	-9.1	99.0	14.5	100.0	98.0	96.0

# New compounds follow
item	compound	Rac1 wt GTP bind	Mcl-1 Bim block	Mcl1-Bid inh	Avidin fluor	Rab2A wt mod	Pf gamet viab	Rab7 wt GTP bind	Mcl1 Noxa PPI	Cdc42 wt GTP	HRas wt GTP	Rac1 mut GTP
31	O=C(CCN1C(=O)C2C3C=CC(C3)C2C1=O)Nc1ccccn1 (configuration not stated)	94.0	-4.0	-8.3	11	96.0	-13.8	94.0	1.0	98.0	95.0	95.0
32	CCCC(NC(=O)CCl)c1ccccc1 (configuration not stated)	101.0	-4.0	1.7	11	101.0	7.9	104.0	7.9	99.0	102.0	99.0
33	O=S1(=O)CCC(NC(=S)SCCOc2ccccc2)C1 (configuration not stated)	100.0	0.0	-43.0	11	99.0	-11.8	103.0	17.7	99.0	100.0	98.0
34	Cc1noc(C)c1COC(=O)Cn1c(C)nc2ccccc21	106.0	1.0	-10.6	17	102.0	9.5	98.0	3.5	104.0	103.0	102.0
35	O=C(NCc1ccc(/C=c2\sc3n(c2=O)CCN=3)o1)C(=O)Nc1ccccc1	96.0	1.0	-51.4	8	96.0	·	102.0	56.0*	96.0	96.0	95.0
36	CC(C)(C)CN1CCNC(=O)C1CC(=O)NCc1cccc(-n2cccn2)c1 (configuration not stated)	101.0	-3.0	-4.7	12	98.0	14.4	104.0	2.5	98.0	100.0	99.0
37	O=C(Nn1c(C2CC2)nc2ccccc2c1=O)c1ccco1	110.0	0.0	-23.0	22	103.0	·	104.0	-2.1	105.0	103.0	103.0
38	Nc1cc(=O)[nH]c(SCC(=O)Nc2ccc(S(=O)(=O)N3CCCCC3)cc2)n1	100.0	0.0	-38.1	9	101.0	·	107.0	-2.0	95.0	100.0	96.0
39	Cc1cccc(N2C(=O)SC(SC(=Nc3ccccc3)Nc3ccccc3)C2=O)c1 (configuration not stated)	101.0	-14.0	-44.1	0	94.0	21.4	99.0	7.6	97.0	97.0	97.0
40	Cc1ccc(C(=O)Nc2ccc3cn[nH]c3c2)cc1S(=O)(=O)N1CCOCC1	94.0	3.0	-21.6	9	96.0	11.6	98.0	18.7	94.0	94.0	94.0
41	Cc1ccc(C2NC(=O)c3ccccc3N2)s1 (configuration not stated)	102.0	2.0	-8.2	34	101.0	·	100.0	-35.4	107.0	104.0	100.0
42	CCCCn1c(SCC(=O)N(CC)C2CCS(=O)(=O)C2)nc2cc(S(N)(=O)=O)ccc21 (configuration not stated)	104.0	2.0	-5.3	10	102.0	13.0	103.0	-9.8	102.0	100.0	94.0
43	CCCN(CCC)CCOc1cc(C)ccc1C(C)C	104.0	-5.0	50.0	10	101.0	-2.4	101.0	40.5	102.0	101.0	99.0
44	O=C(c1ccccc1)c1nc2ccccc2[nH]c1=O	100.0	-2.0	-11.6	11	95.0	·	95.0	20.5	100.0	97.0	99.0
45	Cn1c(=O)n(CC(=O)Nc2ccc(F)cc2)c2ccccc21	98.0	0.0	-0.4	9	99.0	·	101.0	18.0	101.0	99.0	99.0
46	Cc1nc2ccccc2nc(=O)c1NNc1ccccc1	105.0	-1.0	-12.8	11	102.0	4.5	99.0	12.7	104.0	100.0	99.0

# Bioassay records deposited in PubChem by several laboratories.

# Compounds were not picked by outcome. About 2.7% of those tested had a hit in this group.
